# Screening results: PubChem, The Scripps Research Institute Molecular Screening Center
# TEAD-YAP inh: TEAD-YAP interaction inhibition; HEK-TIYL cells, TEAD-Gal4/YAP UAS-luciferase luminescence; inhibition, % at 9.12 µM; 1.4% of 640,000 active; in the data active = inhibition above about 32%;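 also: 0% = median of test compound wells and 100% = reference inhibitor wells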
# GPR151 ag: human GPR151 activation. Q8TDV0. PathHunter beta-arrestin GPR151 cells, luminescence. activation, % at 11.2 µM. 1% of 650,000 active; in the data active = activation above about 4.9%;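 also: 0% = median of compound wells and 100% = cells with positive control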
# Target sequence (Q8TDV0 whole entry, looked up): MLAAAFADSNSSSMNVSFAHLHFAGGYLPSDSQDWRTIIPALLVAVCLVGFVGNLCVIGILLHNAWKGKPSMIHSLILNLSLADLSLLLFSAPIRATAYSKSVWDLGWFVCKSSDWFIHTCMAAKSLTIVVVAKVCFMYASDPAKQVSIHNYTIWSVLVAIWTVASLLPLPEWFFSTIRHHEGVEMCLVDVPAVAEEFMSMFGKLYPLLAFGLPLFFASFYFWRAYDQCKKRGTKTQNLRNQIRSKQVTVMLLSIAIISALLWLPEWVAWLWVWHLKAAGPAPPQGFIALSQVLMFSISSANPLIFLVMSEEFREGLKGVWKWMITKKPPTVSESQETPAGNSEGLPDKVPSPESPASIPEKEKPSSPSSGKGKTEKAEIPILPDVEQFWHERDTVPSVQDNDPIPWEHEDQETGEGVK
# MITF primary: inhibitors of human MITF; AlphaScreen MITF homodimerization, bead proximity signal; inhibition, % at 2.6 µM; 0.91% of 650,000 active; AID 1259374; in the data active = inhibition above about 50%;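 also: 0% = vehicle wells with protein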
# FBW7 activator: human FBW7 E3 ligase activation, primary screen; AID 1259310; Q969H0; 0.13% of 650,000 active; AlphaScreen FBW7–phospho-cyclin E peptide binding, activator screen; normalized activity (activation), % at 26.1 µM; in the data active = normalized activity above about 1.9%;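 also: purified mutant Fbw7 with reduced substrate affinity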
# Target sequence (Q969H0 whole entry, looked up): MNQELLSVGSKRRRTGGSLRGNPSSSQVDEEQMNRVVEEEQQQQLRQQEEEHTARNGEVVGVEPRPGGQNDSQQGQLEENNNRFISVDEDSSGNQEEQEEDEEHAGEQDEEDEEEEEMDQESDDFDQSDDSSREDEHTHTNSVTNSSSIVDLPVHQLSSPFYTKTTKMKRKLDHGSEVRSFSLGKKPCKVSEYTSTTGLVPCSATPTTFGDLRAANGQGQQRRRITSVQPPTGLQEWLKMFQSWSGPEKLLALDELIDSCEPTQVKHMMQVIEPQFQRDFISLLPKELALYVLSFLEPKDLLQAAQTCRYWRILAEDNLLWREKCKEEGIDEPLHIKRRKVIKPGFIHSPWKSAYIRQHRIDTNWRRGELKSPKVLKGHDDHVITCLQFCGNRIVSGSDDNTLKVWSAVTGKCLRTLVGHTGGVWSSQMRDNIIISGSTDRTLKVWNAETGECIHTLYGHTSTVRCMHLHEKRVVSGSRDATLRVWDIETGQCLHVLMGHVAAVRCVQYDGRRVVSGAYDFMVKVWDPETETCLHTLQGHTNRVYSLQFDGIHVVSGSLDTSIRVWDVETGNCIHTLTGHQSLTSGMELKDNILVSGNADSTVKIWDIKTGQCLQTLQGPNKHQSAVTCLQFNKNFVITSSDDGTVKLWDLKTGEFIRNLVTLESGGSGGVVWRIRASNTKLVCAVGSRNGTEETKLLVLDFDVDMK
# Active calls of the source: *; . = not tested or not shown. Compounds as they come; any-hit rate near 3.5%.
SMILES,TEAD-YAP inh,GPR151 ag,MITF primary,FBW7 activator
CCOC(=O)c1sc(NC(=O)CSc2nc(-c3ccco3)c(C#N)c(=O)[nH]2)nc1C,-3,-0.5,5,0.1
COc1cc([N+](=O)[O-])ccc1NC(=O)COC(=O)C(C)N1C(=O)c2ccccc2C1=O (centres undefined),4,-0.5,-7,0.5
CC(C)(C)C(=O)COC(=O)c1ccc(S(=O)(=O)N2CCOCC2)cc1,-6,-0.2,4,0.0
Cc1ccccc1Nc1c([N+](=O)[O-])ccc2nonc12,-6,0.0,26,0.1
CCN(C(=O)CSc1nc2c(sc(=S)n2-c2ccc(C)c(C)c2)c(=O)n1-c1ccccc1)c1cccc(C)c1,-3,-1.9,1,-0.1
O=C(Cc1cccc2ccccc12)NCCN1CCN(c2ccccc2)CC1,12,-0.7,14,1.1
CCN(CC)C(=O)C(=O)Nc1ccc2c(c1)OCO2,-31,-1.0,-5,-0.1
CCN(CC)C(CNS(=O)(=O)c1ccc(Cl)cc1)c1ccccc1 (centres undefined),3,-0.8,16,0.0
C/C(=N\NC(=O)c1ccc(C)cc1C)c1ccc(C#N)cc1,-27,1.1,-1,0.0
Cc1ccc(Cn2c(SCc3ccc(Cl)cc3)nc3ccsc3c2=O)cc1,9,0.7,7,0.2
CS(=O)(=O)C1=C(O)C(=O)N(c2ccccc2)C1c1ccc(Br)cc1 (centres undefined),-3,-1.2,-13,0.1
OCCNc1nc2ccccc2n1Cc1ccccc1Cl,1,-1.8,5,0.0
CCC(C(=O)OC(C)C)n1cnc2sc3c(c2c1=O)CCC(C)C3 (centres undefined),13,3.1,-10,0.0
Cc1cc(C)c2c(c1)c(-c1ccccc1)c(-c1ccccc1)n2CC(O)Cn1nc(C)c(Br)c1C (centres undefined),10,1.3,4,-0.1
CCCCCn1c(NCCCC)nc2c1c(=O)[nH]c(=O)n2C,3,3.5,20,0.6
NC(=O)COc1ccc(-n2cnnn2)cc1,-3,0.0,48,-0.1
Cc1cc([N+](=O)[O-])nn1C(=O)Cc1ccccc1,10,1.2,3,0.2
O=Cc1cccc2[nH]ccc12,.,-0.9,9,.
CC(C)NC(=O)c1ccccc1NC(=O)c1ccccc1Br,2,-1.4,0,0.8
Cc1ccccc1CSc1ccc(C(=O)O)cc1[N+](=O)[O-],26,-1.5,2,-0.2
CC(=O)c1cccc(NC(=O)C2CCC(CNc3c(N4CCOCC4)c(=O)c3=O)CC2)c1 (centres undefined),2,-0.5,9,0.0
COCC1CCCN(Cc2ccc3c(c2)CN(C(=O)Cc2cscn2)CCO3)C1 (centres undefined),-8,-1.1,18,-0.2
Cc1ccc(/C=N/NC(=O)c2ccc([N+](=O)[O-])cc2Cl)o1,-4,0.6,-6,0.1
CCOc1ccc(Nc2ncnc(N)n2)cc1,-13,-0.8,9,0.0
COC(=O)C(C)n1c(=O)c2c(nc3n(-c4cc(Cl)ccc4C)c(C)cn23)n(C)c1=O (centres undefined),-15,-1.2,24,0.3
CCn1c(SCC(=O)c2ccc(Cl)cc2)nnc1-c1ccc(N)cc1,5,1.5,13,0.7
COc1ccc(CNCc2c(C(=O)N(C)C)nc3ccc(Cl)cn23)c(OC)c1,-8,0.5,11,0.1
Cc1ccc(-c2n[nH]c(=S)n2/N=C/c2c(C)[nH]n(-c3ccccc3)c2=O)cc1,4,1.0,-9,-0.4
CN1CCN(C(=O)c2nn3c(c2Cl)NC(c2ccccc2)CC3C(F)(F)F)CC1 (centres undefined),1,-1.4,-4,0.0
COCCCNC(=O)c1cc2sccc2n1CC(=O)c1ccccc1,2,0.0,6,0.2
O=C(CSc1n[nH]c(-c2cccnc2)n1)Nc1ccccc1,8,0.8,9,1.1
CCc1ccc(N(CC(=O)Nc2ccc3ccccc3c2)S(C)(=O)=O)cc1,-38,3.5,2,-0.1
CC12CC3CC(C)(C1)CC(CNC(=O)c1ccc([N+](=O)[O-])cc1)(C3)C2,-3,1.2,-8,-0.1
CC(=O)N1CCC(N(CCN2CCOCC2)C(=O)Nc2ccccc2)CC1,-7,0.1,-3,-0.2
Cc1nn2c(C(F)(F)F)cc(-c3ccc(Cl)cc3)nc2c1C(=O)Nc1ccc(Br)cc1,-2,0.5,5,-0.1
COc1cc(C2C(C#N)=C(N)Oc3n[nH]c(-c4ccc(C)cc4)c32)cc(OC)c1OC(=O)c1ccco1 (centres undefined),3,0.3,4,-0.4
O=[N+]([O-])c1ccc2nc(Nc3ccc(Cl)c(Cl)c3)c(Nc3ccc(Cl)c(Cl)c3)nc2c1,-10,-1.3,2,0.1
COc1cc(C2NC(=O)NC(C)=C2C(=O)OCc2ccc3c(c2)OCO3)ccc1O (centres undefined),-9,0.5,0,0.1
COC(=O)c1ccc(CSc2nc3c(c(=O)n2C)SCC3)o1,7,1.3,-4,-0.4
S=c1n(CN2CCOCC2)nc2c(Cl)cc(Cl)cn12,2,0.4,-1,0.0
OCCNc1nc(N2CCCC2CO)nc2c1ncn2-c1ccccc1 (centres undefined),55*,-1.4,3,-0.1
CC12CN3CC(C)(CN(C1)C3c1ccccc1O)C2=O (centres undefined),3,0.0,12,-0.2
COCCNC(=O)C(=O)Nc1c(C)cc(C)cc1C,2,2.4,-16,0.0
CN(C(=O)c1ccc(Cl)cc1)c1nnc(C23CC4CC(CC(C4)C2)C3)s1,5,1.7,2,0.1
COCCNC(=O)CN(c1ccccc1OC)S(C)(=O)=O,-21,2.0,4,0.2
COc1cccc2cc(-c3csc(CC#N)n3)c(=O)oc12,-17,-2.1,-7,-0.1
CCOC(=O)c1c(-c2ccccc2)csc1/N=C/C1C(=O)CCCC1=O,-1,-1.3,0,0.0
O=C(NC12CC3CC(CC(C3)C1)C2)N1CCN(C(=O)c2ccco2)CC1,-28,2.1,17,1.2
COc1ccc(NC(=O)CSc2nc3ccccc3c(=O)n2CCC(=O)N2CCCCC2)c(OC)c1,27,-1.1,14,0.1
CCOC(=O)C(=O)NCC(c1cccs1)S(=O)(=O)c1ccccc1 (centres undefined),-3,-1.5,21,0.5
CCOC(=O)CN(C)C1CCC(=O)N(Cc2cccc(OC)c2)CC1 (centres undefined),-1,0.3,11,0.2
Nc1nnc(-c2ccc(-c3ccc(-c4nnc(N)o4)s3)s2)o1,13,0.1,-1,0.0
CSc1ccccc1NC(=O)/C=C/c1ccc([N+](=O)[O-])o1,56*,-0.7,2,-0.2
Cc1nn(C(C)C(=O)NCc2ccco2)c(=O)c2cc3occc3n12 (centres undefined),1,-0.4,0,0.2
CC(C)c1ccc(Nc2c(-c3ccc4c(c3)OCC(=O)N4)c(=O)c2=O)cc1,1,0.0,0,0.1
O=C(c1ccccc1F)N1CCN(Cc2ccccc2)CC1,8,-1.4,3,0.1
CC(=O)c1cccc(CN2CCN(C(C)C)C(CCO)C2)c1 (centres undefined),3,-1.4,13,0.1
CCC(Sc1nc(NCc2ccc(Cl)cc2)c2ccccc2n1)C(=O)NCc1cccnc1 (centres undefined),-4,-1.8,-14,-0.1
COCCCn1c(C)cc(C(=O)CSc2nc3ccc([N+](=O)[O-])cc3s2)c1C,-4,-0.7,13,0.0
CC(NC(=O)Nc1ccccc1C(F)(F)F)c1ccc2c(c1)OCO2 (centres undefined),1,-0.9,1,-0.1

# Rewritten with two lines to a compound: entries from further up
# Fields: TEAD-YAP inh, GPR151 ag, MITF primary, FBW7 activator
OCCNc1nc(N2CCCC2CO)nc2c1ncn2-c1ccccc1 (centres undefined)
→ 55*, -1.4, 3, -0.1
CC12CN3CC(C)(CN(C1)C3c1ccccc1O)C2=O (centres undefined)
→ 3, 0.0, 12, -0.2
COCCNC(=O)C(=O)Nc1c(C)cc(C)cc1C
→ 2, 2.4, -16, 0.0
CN(C(=O)c1ccc(Cl)cc1)c1nnc(C23CC4CC(CC(C4)C2)C3)s1
→ 5, 1.7, 2, 0.1
COCCNC(=O)CN(c1ccccc1OC)S(C)(=O)=O
→ -21, 2.0, 4, 0.2
COc1cccc2cc(-c3csc(CC#N)n3)c(=O)oc12
→ -17, -2.1, -7, -0.1
CCOC(=O)c1c(-c2ccccc2)csc1/N=C/C1C(=O)CCCC1=O
→ -1, -1.3, 0, 0.0
O=C(NC12CC3CC(CC(C3)C1)C2)N1CCN(C(=O)c2ccco2)CC1
→ -28, 2.1, 17, 1.2
COc1ccc(NC(=O)CSc2nc3ccccc3c(=O)n2CCC(=O)N2CCCCC2)c(OC)c1
→ 27, -1.1, 14, 0.1
CCOC(=O)C(=O)NCC(c1cccs1)S(=O)(=O)c1ccccc1 (centres undefined)
→ -3, -1.5, 21, 0.5
CCOC(=O)CN(C)C1CCC(=O)N(Cc2cccc(OC)c2)CC1 (centres undefined)
→ -1, 0.3, 11, 0.2
Nc1nnc(-c2ccc(-c3ccc(-c4nnc(N)o4)s3)s2)o1
→ 13, 0.1, -1, 0.0
CSc1ccccc1NC(=O)/C=C/c1ccc([N+](=O)[O-])o1
→ 56*, -0.7, 2, -0.2
Cc1nn(C(C)C(=O)NCc2ccco2)c(=O)c2cc3occc3n12 (centres undefined)
→ 1, -0.4, 0, 0.2
CC(C)c1ccc(Nc2c(-c3ccc4c(c3)OCC(=O)N4)c(=O)c2=O)cc1
→ 1, 0.0, 0, 0.1
O=C(c1ccccc1F)N1CCN(Cc2ccccc2)CC1
→ 8, -1.4, 3, 0.1
CC(=O)c1cccc(CN2CCN(C(C)C)C(CCO)C2)c1 (centres undefined)
→ 3, -1.4, 13, 0.1
CCC(Sc1nc(NCc2ccc(Cl)cc2)c2ccccc2n1)C(=O)NCc1cccnc1 (centres undefined)
→ -4, -1.8, -14, -0.1
COCCCn1c(C)cc(C(=O)CSc2nc3ccc([N+](=O)[O-])cc3s2)c1C
→ -4, -0.7, 13, 0.0
CC(NC(=O)Nc1ccccc1C(F)(F)F)c1ccc2c(c1)OCO2 (centres undefined)
→ 1, -0.9, 1, -0.1

# The list continues:
SMILES,TEAD-YAP inh,GPR151 ag,MITF primary,FBW7 activator
CC(C)(c1ccc(OC(=O)c2ccccc2F)cc1)c1ccc(OC(=O)c2ccccc2F)cc1,4,0.5,-9,-0.2
COc1ccc(C(=O)NNC(=O)c2ccc(C)cc2)c(OC)c1,-34,-0.7,-5,0.5
CCOC1CCCCC1NS(=O)(=O)c1ccccc1 (centres undefined),7,1.9,9,0.1
O=C(O)C1CCN(c2nnnn2-c2ccccc2)CC1,6,0.1,3,0.0
Cc1ccc(C(=O)N2CCCC2)cc1I,-4,-0.9,0,0.0
COc1ccc(N2CCN(C(=O)c3cccc(Br)c3)CC2)c([N+](=O)[O-])c1,0,-1.6,13,-0.2
Cn1c2ccccc2n2c(=O)c(=O)n(CC(=O)c3ccc(F)cc3)nc12,1,-0.3,-1,0.0
COc1cccc(/C=N/Nc2ccc([N+](=O)[O-])cc2)c1,-71,1.7,-1,-0.1
O=C(NCCO)c1c2c(nc3ccccc13)CCCC2,-5,-0.6,-1,0.0
Nc1nc(=O)n2c(n1)oc1ccccc12,-5,0.2,2,0.1
Cc1ccc(C(=O)N/C(=C\c2ccc3c(c2)OCO3)C(=O)Nc2ccccc2Br)cc1C,13,0.2,-6,-0.1
CCOc1ccccc1NC(=O)c1oc2ccccc2c1NC(=O)c1ccc(OC)cc1,-8,0.0,9,-0.2
CCOC(=O)C1=C(c2ccccc2)NC(=S)NC1c1cccc(OC)c1 (centres undefined),-8,0.5,-1,-0.1
CC(C)c1nnc(NC(=O)CSC#N)s1,-4,-0.4,7,0.1
CSCCC1NC(=O)N(CC(=O)Nc2c(Cl)cc(Cl)cc2Cl)C1=O (centres undefined),-4,0.4,-3,-0.2
COc1cc(OC)nc(CN(C)Cc2ccccc2Cl)n1,-1,-0.3,1,-0.1
CCOc1ccc(C(=O)NC(=S)Nc2ccc(Br)cn2)cc1,-6,0.3,11,0.0
Cc1nn(-c2ccc(Br)cc2F)c(=O)c2ccccc12,-36,0.3,-8,0.2
O=C(Nc1ccccc1)N1CCc2ccccc21,13,-8.1,2,0.1
O=C(Nc1ccc(CN2CCOCC2)cc1)c1ccc(OCc2ccccc2)cc1,13,-0.4,2,-0.3
O=C1NC(=Nc2ccccc2Cl)S/C1=C/c1cccnc1,2,-0.4,-13,0.1
C=Cc1ccc(CC2(C)C(=O)Nc3ccc(F)cc32)cc1 (centres undefined),1,-1.3,5,-0.1
CN(C)CCN(Cc1ccccc1)Cc1ccc([N+](=O)[O-])cc1,-8,0.4,66*,0.1
CCN(CC)c1ccc(NC(=O)c2ccccc2NC(=S)c2ccccc2Cl)cc1,7,-0.5,4,-0.1
Cc1nnc(NC(=O)/C=C/c2ccc(Br)cc2)s1,8,0.5,8,0.4
O=C(c1ccncc1)N1CC[C@@H]2[C@H](CCCN2CC2CC=CCC2)C1 (some centres undefined),-9,0.6,1,0.0
CN1C(=N)S/C(=C/c2ccc3c(c2)OCO3)C1=O,-3,0.3,-2,0.2
O=S(=O)(c1ccc2cccc3c2c1CC3)N1CCSC1c1ccccc1 (centres undefined),6,1.4,-12,0.0
Cc1cc(C2C(C#N)=C(N)N(c3cccc(Cl)c3C)C3=C2C(=O)CC(C)(C)C3)c(C)s1 (centres undefined),-8,0.6,-5,0.0
Cc1ccc(-c2ccc3c(c2)CC(CNC(=O)Cc2nc(-c4ccccc4)n[nH]2)O3)nc1 (centres undefined),1,0.9,7,-0.1
CC(=O)N1CCN(c2c(C)c(C)nc3c(-c4ccc(F)cc4)c(C)nn23)CC1,-9,1.9,4,0.3
CCC(C)N1C(=O)CCC1C(=O)NCCc1ccc(Cl)cc1 (centres undefined),-1,1.5,0,0.4
CC1CCc2c(sc3ncn4ncnc4c23)C1 (centres undefined),4,-0.4,-18,0.0
Cc1ccc(-c2ccc(NC(=O)C3C4C=CC(C4)C3C(=O)O)cc2)o1 (centres undefined),31,1.4,-8,0.0
C=CCOC(=O)CN1C(=O)c2ccccc2C1=O,2,-0.5,13,0.4
